Assay outcomes as filed in PubChem.
Tat transport: E. coli Tat transport inhibition. inhibition, % at 10 µM. E. coli MC4100 TorA-mCherry Tat export, fluorescence. 0.036% of 340,000 active. AID 488895;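 active means mean replicate inhibition at least 50% and at least half of replicates individually reaching 50%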;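 further: exported cargo escapes ClpAP degradation while cytoplasmic cargo is degraded and loses fluorescence; 0% = median of neutral control wells and 100% = median of NaSCN control wells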
CAL PDZ FP-1: blocks peptide binding to human CAL PDZ domain | AID 504414 | purified CAL PDZ, TMR-peptide fluorescence polarization, 1 h | 0.02% of 330,000 active | inhibition, % at 20 µM;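 active means highest replicate inhibition of at least 40%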;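 further: plate controls were DMSO neutral control wells for no effect and unlabeled competitor peptide control wells for full effect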
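material = purified tagged CAL PDZ domain construct (CerCALP) | buffer or medium = sodium phosphate/NaCl buffer pH 7.4 with TCEP, IgG, Thesit | reagent = TMR-labelled reporter peptide T*-PRC34 bound in PDZ groove | incubation = 1 h room-temperature incubation prior to read | measured by = fluorescence polarization (mP) | evaluation = percent inhibition from loss of millipolarization | control set = unlabelled peptide and DMSO controls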
Rtt109 Vps75: C. albicans Rtt109 histone acetyltransferase inhibition; Q5AAJ8; purified Rtt109/Vps75, ThioGlo CoA-SH fluorescence, 4 h; inhibition, % at 34.9 µM; 0.16% of 330,000 active;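 active means inhibition of at least 50% in every replicate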
CDK5 p35 inh: CDK5/p35 (human) kinase inhibition | Recombinant CDK5/p35, ADP-Glo luminescence, 60 min | inhibition, % at 10 µM | 0.01% of 330,000 active | Q00535+Q15078;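 active means highest replicate inhibition of at least 50% and at least 75% of replicates reaching 50%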;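 further: plate controls were DMSO neutral control for no effect and GW8510 at 10 µM for full effect; many of its hits are not listed in these tables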
Target sequence (Q00535 whole entry, looked up): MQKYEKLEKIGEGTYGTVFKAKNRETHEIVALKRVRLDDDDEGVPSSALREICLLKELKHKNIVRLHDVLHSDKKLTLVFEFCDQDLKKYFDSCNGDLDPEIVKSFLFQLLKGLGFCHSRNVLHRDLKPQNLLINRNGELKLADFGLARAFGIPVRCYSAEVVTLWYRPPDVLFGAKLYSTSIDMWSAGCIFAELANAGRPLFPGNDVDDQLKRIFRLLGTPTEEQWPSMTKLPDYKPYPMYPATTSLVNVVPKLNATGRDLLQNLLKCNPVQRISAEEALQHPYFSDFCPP
Target sequence (Q15078 whole entry, looked up): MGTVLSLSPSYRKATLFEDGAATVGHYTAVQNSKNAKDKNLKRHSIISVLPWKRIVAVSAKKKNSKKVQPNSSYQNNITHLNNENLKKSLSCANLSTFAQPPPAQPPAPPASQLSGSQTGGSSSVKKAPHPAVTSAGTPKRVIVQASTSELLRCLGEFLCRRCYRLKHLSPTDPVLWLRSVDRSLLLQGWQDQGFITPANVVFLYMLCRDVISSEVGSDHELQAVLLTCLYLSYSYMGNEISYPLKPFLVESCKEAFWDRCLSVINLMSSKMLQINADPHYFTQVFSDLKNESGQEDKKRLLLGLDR
CAL PDZ FP-2: CAL PDZ (human) peptide binding inhibition | AID 602252 | inhibition, % at 24.9 µM | 0.92% of 300,000 active | Q9HD26 | purified CAL PDZ, TMR-peptide fluorescence polarization, 1 h;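 active means mean inhibition of at least 30% with at least half of replicates also reaching 30%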;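 further: 0% = DMSO neutral control and 100% = excess unlabeled competitor peptide PRC23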
V-ATPase pHluor: alters yeast V-ATPase proton transport | 0.37% of 350,000 active | AID 504577 | S. cerevisiae, pHLuorin cytosolic pH fluorescence | response, % at 10 µM; in the data active means response mostly above about 7.3%, no sharp cut-off; inactive means mostly below about 5.4%; further: actives read high; inactives centre near 0; some compounds called inactive have numbers as strong as hits
Wnt act: activates Wnt/beta-catenin signaling in a reporter cell assay; activator, plate reader; activation, % at 9.35 µM; 1.2% of 300,000 active; in the data active means activation above about 30%, passing the limit was not always enough;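 further: 0% = neutral control wells and 100% = positive control wells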
dFosB act: mouse delta FosB homodimer activation. P13346. activation, % at 25 µM. purified delta FosB, TAMRA-CDK5 oligo fluorescence polarization; percent of positive-control signal above neutral wells. 0.99% of 340,000 active;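 active means mean activation above about 17%, with every replicate also reaching it, limit read from the data, passing the limit was not always enough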;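 further: fluorescence polarization rise as delta FosB binds a TAMRA Cdk5 AP-1 oligo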
Target sequence (P13346 whole entry, looked up): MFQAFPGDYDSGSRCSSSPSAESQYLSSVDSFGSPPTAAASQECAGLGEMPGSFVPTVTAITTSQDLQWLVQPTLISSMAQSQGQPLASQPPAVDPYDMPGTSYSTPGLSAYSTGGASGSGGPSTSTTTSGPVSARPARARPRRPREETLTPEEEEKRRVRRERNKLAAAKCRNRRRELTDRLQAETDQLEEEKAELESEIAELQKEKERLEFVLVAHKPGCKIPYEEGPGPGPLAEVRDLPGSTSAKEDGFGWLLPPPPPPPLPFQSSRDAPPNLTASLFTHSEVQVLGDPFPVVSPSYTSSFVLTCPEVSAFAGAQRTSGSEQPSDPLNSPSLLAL
MITF act: MITF TRPM1 promoter activation in melanoma cells | SK-MEL-5 TRPM1-promoter luciferase, 24 h; % of positive control, neutral wells = 0 | activation, % at 12.5 µM | 0.75% of 300,000 active;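 active means mean activation of at least 80% with every replicate also reaching 80%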;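 further: 0% = neutral control wells and 100% = parthenolide positive control wells; values of inactives mirror those of a sister screen read the other way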
RTF Ca sens act: increases calcium sensitivity of human cardiac regulated thin filaments; activation, % at 7.2 µM; 0.24% of 340,000 active; IANBD-labeled TnC RTF fluorescence at EC20 calcium; 0% EC20 calcium, 100% full calcium; AID 493008; P19429+P45379;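 active means activation above the mean over all tested compounds plus 3 SD, cut at about 30% in these data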;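 further: rise in fluorescence read as greater calcium sensitivity of cardiac thin filaments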
* hit, by the source's call; · = no result given.

SMILES | Tat transport | CAL PDZ FP-1 | Rtt109 Vps75 | CDK5 p35 inh | CAL PDZ FP-2 | V-ATPase pHluor | Wnt act | dFosB act | MITF act | RTF Ca sens act
CCOC(=O)C1(CC2CCCCO2)CCN(S(=O)(=O)c2cc(C)cs2)CC1 (stereo unspecified) | 7.9 | -2.0 | 6.1 | -0.8 | -1.8 | 2.2 | -2.8 | -8.0 | 5.3 | 0.1
Cc1ccccc1S(=O)Cc1ccc(C(=O)NC2CC2)o1 (stereo unspecified) | -4.5 | -2.7 | -7.8 | 2.3 | -0.9 | 3.9 | -0.4 | 3.5 | -1.1 | 2.7
COc1ccc(C(=O)NCC(=O)N/N=C/c2cn(C)c3ccccc23)cc1OC | 4.5 | -2.4 | 11.6 | -4.5 | -4.7 | 1.4 | -0.3 | -11.0 | -9.4 | 4.3
CCCOc1ccc(/C=N\NC(=O)CCc2n[nH]c(=O)[nH]c2=O)cc1OC | -6.9 | -2.3 | 0.6 | -1.8 | 1.2 | 2.2 | 0.3 | -1.3 | -11.4 | 0.5
O=C(CN1CCN(CN2C(=O)NC3(CCCCCC3)C2=O)CC1)Nc1cccc(F)c1 | 6.7 | -0.1 | -8.5 | -0.5 | 0.2 | -3.7 | -1.4 | -5.7 | -11.7 | -0.4
CCCN(CCC)S(=O)(=O)c1ccc(C(=O)Nc2c(C)n(C)n(-c3ccccc3)c2=O)cc1 | 4.6 | -1.7 | 2.4 | -0.7 | · | -1.4 | -2.9 | -0.8 | -2.1 | 2.4
COc1ccc(CC(=O)NNC(=O)CSc2nc(C)c(C)c(=O)[nH]2)cc1 | -8.8 | 0.4 | 4.9 | -0.5 | -1.1 | -1.4 | 0.2 | 2.2 | 5.2 | -1.1
CC(=O)Nc1ccc(NC(=O)CCC(=O)Oc2ccc(C)cc2)cc1 | 1.4 | 0.0 | -3.7 | 2.0 | 1.7 | 0.5 | 12.7 | -9.0 | -5.2 | -1.4
CCN(CC)S(=O)(=O)c1ccc(S(=O)(=O)N2CCN(CCC#N)CC2)cc1 | -6.1 | 0.2 | -11.7 | 0.0 | · | 0.6 | 2.6 | -2.2 | -4.7 | 4.3
Cc1nc(-c2ccc(NC(=O)c3ccccc3)cc2)cs1 | -9.0 | -1.4 | -2.0 | 6.1 | · | 0.8 | 1.3 | 12.6 | 13.2 | -1.9
CCCc1[nH]nc2c1C(c1ccc(OC(=O)N3CCOCC3)c(OC)c1)C(C#N)=C(N)O2 (stereo unspecified) | 2.7 | -0.3 | 0.7 | 2.0 | 1.0 | 4.8 | · | -0.6 | -1.7 | 3.9
CC(=O)N1CCN(C(=S)Nc2ccc(SC(F)F)cc2)CC1 | -1.2 | 0.1 | -14.3 | -0.6 | 3.4 | -1.4 | -1.2 | 8.4 | 10.4 | -2.8
Cc1ccc(S(=O)(=O)CCC(=O)OCC(=O)c2ccc(C)c(C)c2)cc1 | 7.2 | -1.8 | -0.7 | -2.0 | -2.5 | 3.2 | -1.1 | -13.2 | -10.8 | 1.0
Cc1cc(NC(=O)c2c(-c3ccccc3Cl)noc2C)no1 | -0.2 | -1.6 | -5.1 | -1.3 | -6.2 | 1.6 | -0.1 | -0.8 | 1.9 | -2.9
CCN(CC)c1nc(=S)nc(NC(C)(C)C)[nH]1 | 4.8 | · | 5.8 | -2.0 | -1.5 | 7.7 | -0.5 | -4.0 | 17.3 | 3.8
Cc1ccc(N2CC(C(=O)N3CCCCCC3)CC2=O)cc1 (stereo unspecified) | -0.3 | -3.0 | -8.1 | 1.5 | 3.8 | 1.6 | -2.3 | -2.3 | 17.0 | -0.7
c1ccc(C2CNCCc3ccccc32)cc1 (stereo unspecified) | -6.3 | -1.0 | -5.4 | 0.2 | 0.0 | -3.2 | -2.3 | -6.2 | 6.3 | -0.1
O=C(Cn1cnc2c(NC(=O)OCc3ccccc3)ncnc21)NCc1ccccn1 | -8.5 | -0.8 | -1.9 | 0.0 | -2.4 | 0.3 | 0.7 | 8.7 | 2.0 | -7.2
C=CCSc1nnc(-c2cc3c(-c4ccccc4)nn(C)c3s2)n1C | 10.8 | -7.8 | 33.0 | 0.2 | -8.5 | 2.2 | -2.3 | -24.1 | · | -1.4
O=C1CC(SC2=NCCS2)C(=O)N1c1ccc(Cl)cc1 (stereo unspecified) | 7.9 | 0.1 | 11.1 | 1.9 | -2.3 | 5.0 | -3.6 | -7.4 | 7.0 | 4.2
Clc1ccc(OCCCCCN2CCOCC2)cc1 | 1.6 | -1.8 | -2.7 | -3.8 | -3.0 | -0.1 | 7.8 | 0.5 | 12.9 | -5.1
O=c1[nH]c(/C=C/c2cccnc2)c([N+](=O)[O-])c(=O)[nH]1 | -3.6 | -2.1 | 4.1 | -3.1 | -6.7 | -2.2 | 3.3 | -16.2 | 2.1 | 6.0
Cc1ccc(-n2cnc3c(=O)[nH]cnc32)cc1[N+](=O)[O-] | 3.7 | -0.3 | -0.4 | -0.5 | -4.9 | -0.2 | 0.6 | 6.1 | 3.4 | 0.2
CCOC(=O)C1CCCN(S(=O)(=O)c2ccc(NC(C)=O)cc2)C1 (stereo unspecified) | -0.7 | -2.5 | -7.4 | 1.0 | -3.6 | 0.0 | -1.1 | -8.5 | 7.1 | -4.8
Cc1ccc(C)c(C(=O)c2c(C)nc3sccn23)c1 | -13.9 | -0.7 | 4.3 | 0.2 | -4.1 | 5.8 | · | 0.1 | -16.8 | -3.5
CC(C)C[C@@H](CN)NC(=O)c1nc[nH]c1C(=O)N[C@@H](Cc1c[nH]c2ccccc12)C(=O)CNC[C@H](C)NC(=O)c1nc[nH]c1C(=O)N[C@@H](CC(=O)O)C(=O)O | -13.6 | 0.9 | -3.3 | -1.2 | 0.5 | 2.2 | -3.3 | -6.1 | -14.2 | -6.8
Cc1nc2c(-c3ccc(F)cc3)c(C)nn2c(C)c1CCC(=O)Nc1ccc(F)cc1F | -9.7 | -1.4 | 18.4 | -1.9 | -1.3 | -3.1 | -5.4 | 7.6 | -54.9 | 4.3
CCOc1ccc(NC(=O)CN2CCN(CC(=O)Nc3ccc(N(C)C)cc3)CC2)cc1 | 3.1 | -0.4 | 1.0 | 1.0 | -4.3 | 1.6 | 4.3 | -3.1 | 26.5 | 2.6
CC(C)NC(=O)COC(=O)c1ccc(O)cc1 | -4.2 | · | -4.1 | 0.5 | 1.3 | -0.4 | 0.2 | 0.1 | -18.8 | 0.6
CCN1CCCC1CNC(=O)c1ccc(CS(=O)(=O)c2ccccc2C)o1 (stereo unspecified) | -6.3 | -0.7 | -0.5 | -2.1 | -3.6 | 1.5 | · | -1.9 | -0.1 | 2.1
CN1C(=O)c2ccccc2N(C)C1c1ccc(F)cc1 (stereo unspecified) | 0.5 | -0.1 | 0.1 | 0.3 | 7.8 | -0.5 | 0.3 | -4.0 | · | 8.7
O=c1[nH]c(=S)n(-c2cccc(Cl)c2)c(O)c1/C=N/N1CCOCC1 | -2.8 | 0.1 | 11.1 | 0.4 | -7.3 | 0.1 | -0.5 | -3.0 | -13.2 | -0.2
COc1ccccc1Oc1coc2c(CN3CCOCC3)c(O)ccc2c1=O | 5.0 | · | -55.4 | -0.6 | -11.9 | -2.2 | 0.9 | -4.2 | 0.4 | 3.0
Nc1ccccc1CNc1nc(NCCO)nc2c1ncn2CCN1CCOCC1 | 4.1 | -0.2 | 1.3 | 0.0 | 0.0 | -5.9 | 2.7 | -0.6 | 3.6 | 5.7
CCCCNC(=S)N(C)/N=C/c1ccc2c(c1)OCO2 | 9.5 | -3.4 | 4.9 | 0.0 | 7.1 | 12.9 | -3.0 | -3.5 | 6.7 | -2.8
Cc1ccc(C)c(NS(=O)(=O)c2cc(C(N)=O)ccc2C)c1 | 9.0 | -1.1 | 2.6 | -0.6 | -1.4 | 4.3 | · | 1.3 | -8.5 | 0.4
COc1cccc(CNC(=O)Cn2ccc3cc(S(=O)(=O)N4CCC(C)CC4)ccc32)c1 | 3.9 | -3.2 | -2.2 | -0.7 | -3.6 | -2.1 | -4.9 | -9.9 | -16.1 | -7.8
CN=C1S/C(=C\c2ccc(OCC(=O)OC)c(OC)c2)C(=O)N1C | 13.2 | -1.0 | 11.3 | -0.7 | · | -2.8 | -0.1 | -5.0 | · | 0.5
O=C(N/N=C/c1cccnc1)C(O)(c1ccccc1)c1ccccc1 | 2.5 | 1.7 | -14.3 | 1.1 | -3.0 | 6.0 | 2.9 | 4.8 | 14.7 | -5.1
O=C1Nc2c(Cl)cc(Cl)cc2C1=O | -11.3 | 0.0 | -8.2 | -0.8 | -5.1 | 3.7 | -2.2 | 5.3 | -43.5 | 11.7
CC(C)(C)C1CCc2c(sc(NC(=O)C3CC=CCC3C(=O)O)c2C#N)C1 (stereo unspecified) | -2.1 | -0.5 | 16.0 | -2.2 | -6.2 | -0.6 | · | -2.5 | 11.9 | -0.1
CC(=O)c1c(C)oc2ccc(N(C(C)=O)S(=O)(=O)c3ccc(Cl)c([N+](=O)[O-])c3)cc12 | 0.5 | 20.6 | -2.1 | 0.4 | -11.8 | -0.6 | -2.3 | 10.1 | -63.9 | -0.7
COc1ccc(NC(=O)CSc2ncnc3[nH]ncc23)cc1 | -6.8 | -2.4 | 3.9 | 1.0 | -5.9 | 8.7 | -2.4 | -2.8 | -3.8 | -1.7
C[C@H](CO)N1C[C@H](C)[C@@H](CN(C)C(=O)NC2CCCCC2)Oc2ccc(NC(=O)c3ccncc3)cc2C1=O | -10.6 | 0.2 | -7.3 | 0.2 | -1.8 | 2.0 | -3.1 | -4.4 | -3.1 | -3.2
Cn1c(=O)oc2cc(S(=O)(=O)N3CCC(C(=O)NCc4ccccc4)CC3)ccc21 | 2.5 | 0.1 | 19.2 | 0.8 | -1.0 | -0.9 | 1.2 | 0.1 | · | 0.4
Cc1cccc(N2CCN(CC(=O)Nc3ccc(-n4cnnn4)cc3)CC2)c1C | -0.7 | -0.5 | 8.4 | -0.3 | -1.1 | 4.5 | · | -3.5 | 2.0 | -7.2
NC(=O)CC(NC(=O)c1ccc(Br)cc1)c1ccc(NCc2ccc(F)c(F)c2)c([N+](=O)[O-])c1 (stereo unspecified) | 6.4 | -1.3 | 3.7 | 1.3 | -2.6 | 8.7 | -3.8 | 8.7 | 0.3 | -3.3
O=C(Cn1ccc2ccccc2c1=O)NCCC(=O)N1CCCCC1 | 1.7 | -3.2 | -4.5 | 0.1 | 2.5 | 2.6 | -1.5 | -8.9 | -8.1 | -8.7
CCOC(=O)c1ccc(NC(=O)c2cn(-c3ccccc3)nc2-c2ccncc2)cc1 | 1.1 | -5.9 | 7.2 | 0.1 | 0.2 | -3.4 | · | -17.4 | 11.4 | -10.4
CCOc1ccc(CCN2C(=O)c3ccc(C(=O)O)cc3C2=O)cc1OCC | -8.8 | 11.5 | -0.2 | -0.6 | -8.8 | 5.2 | 2.6 | -1.2 | · | 2.5
